# Source: PubChem (Southern Research Specialized Biocontainment Screening Center)
# H37Rv inhibition – M. tuberculosis growth inhibition, HTS (AID 449762). inhibition, % at 25 µM; hits with a dose series show IC50 in µM. 330,000 compounds, 0.59% hits. M. tuberculosis H37Rv growth inhibition, 7H9 media; higher % means a stronger effect; in the data active = a potency from the dose series; inconclusive = inhibition above about 70% without an active follow-up result;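 note: bacterial growth assessed after seven days of incubation; strong numbers were not always called active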
# influenza NS1A – NS1A inhibition, H1N1 influenza, cell based functional assay (AID 504329); NS1A functional cell-based assay, percent inhibition; higher % means a stronger effect; 340,000 compounds, 0.3% hits; inhibition, % at 12.5 µM; hits with a dose series show IC50 in µM; in the data active = a potency from the dose series; inconclusive = inhibition above about 27% without an active follow-up result; note: strong numbers were not always called active
# VEEV TC-83 Vero – inhibitors of VEEV TC-83 cytopathic effect, confirmation, Vero cells (AID 588727); Vero cells, VEEV TC-83 cytopathic effect inhibition; higher % means a stronger effect; inhibition, % at 20 µM, or IC50 in µM where a hit was titrated; 350,000 compounds, 0.13% hits; in the data active = a potency from the dose series; inconclusive = inhibition mostly from about 14% at the one dose, without a potency; inactive = the rest, 99 in 100 with inhibition below about 12%; note: strong numbers were not always called active
# M. tuberculosis – growth inhibition of non-replicating M. tuberculosis (AID 488890); Mycobacterium tuberculosis non-replicating, growth inhibition; higher % means a stronger effect; inhibition, % at 25 µM; hits with a dose series show IC50 in µM; 320,000 compounds, 0.39% hits; in the data active = a potency from the dose series; inconclusive = inhibition mostly from about 82% at the one dose, without a potency; inactive = the rest, 99 in 100 with inhibition below about 76%;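 note: plate controls were DMSO cells for no effect and high antibiotic wells for full effect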
# PhoP GFP inhibition – Inhibition of PhoP regulon, Salmonella typhi GFP reporter cells, confirmation, 4 h (AID 1850) | Salmonella Typhi PhoP-promoter GFP reporter, fluorescence, 4 h; higher % means a stronger effect | inhibition, % at 50 µM; hits with a dose series show IC50 in µM | 310,000 compounds, 0.33% hits; in the data active = a potency from the dose series; inconclusive = inhibition mostly from about 25% at the one dose, without a potency; inactive = the rest, 99 in 100 with inhibition below about 19%;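 note: 0% = induced wells with vehicle and 100% = uninduced wells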
# VEEV TC-83 Vero 10K pilot screen – second read-out of VEEV TC-83 Vero, no call of its own (marks repeat the call); inhibition, %; measured here: 10K pilot screen inhibition
# * marks the source's active call; other numbers are inactive results; i = inactive; u = inconclusive; x = not tested or not shown; & = joins results of further samples.
SMILES,H37Rv inhibition,influenza NS1A,VEEV TC-83 Vero,M. tuberculosis,PhoP GFP inhibition,others
CN(C)/C=C/C(=O)c1ccc(Br)cc1,-3%,10%,i,72%,-5%,
COc1cc(N)c(Cl)cc1C(=O)OCC(=O)NCC1CCCCC1,14%,-11%,4.0%,33%,x,
CCCn1c(C2CC(=O)N(c3ccc(C)cc3)C2)nc2ccccc21 (configuration not stated),-3%,-5%,6.3%,9%,-13%,
Cn1cnc(S(=O)(=O)Nc2ccccc2N2CCOCC2)c1,-3%,x,1.6%,-14%,-5%,
Cc1noc(C)c1S(=O)(=O)N(C)C[C@H]1Oc2ccc(NS(=O)(=O)c3cn(C)cn3)cc2C(=O)N([C@H](C)CO)C[C@@H]1C,4%,3%,0.4%,-2%,x,
CCOCCCNC(=S)N(CCCN(C)C)Cc1cc2cc3c(cc2[nH]c1=O)OCCO3,3%,0%,2.4%,16%,7%,
Nc1ncnc2c1ncn2CCc1ccccc1,6%,-3%,1.2%,-2%,1%,
CN(/N=C/c1ccncc1)C1=NS(=O)(=O)c2ccccc21,2%,3%,5.3%,-12%,-10%,
Cc1nc(C)c2c(=O)cc(-c3ccccc3)[nH]c2n1,-4%,2%,5.0%,-6%,-6%,
CCOC(=O)c1cc2c(nc1N)CC(C)(C)OC2,-3%,3%,i,-5%,-11%,
Cc1cc(C)nc(SCC(=O)N/N=C/c2cccs2)n1,1%,12%,0.5%,-12%,-7%,
COc1ccc(S(=O)(=O)NC(C)C)cc1C(=O)NC1CCCCC1,-5%,-8%,0.4%,-6%,-6%,
COc1ccc(NC2CC(=O)N(C)C2=O)cc1 (configuration not stated),31%,-3%,1.1%,5%,10%,
CCN(CC(=O)NCc1cccs1)C(=O)c1cccc(Cl)c1,-4%,9%,i,-2%,x,
CCOc1c2ccc(C(=O)NCc3ccc(C)cc3)cc2nn1CCOC,-4%,0%,0.5%,-11%,-4%,VEEV TC-83 Vero 10K pilot screen=2.9
Fc1ccc(OCCOCCNCC2CCCO2)cc1 (configuration not stated),3%,5%,0.5%,33%,0%,
CCC(=O)Nc1ccc2c(c1)nc(CCN1CCN(c3ccccn3)CC1)n2C,2%,-6%,i,19%,12%,
Cn1c(-c2cccc([N+](=O)[O-])c2)cnc1NCc1cccc(F)c1,4%,3%,i,i,-10%,
CCCOc1ccc(-c2c(C(=O)N/N=C/C3CC=CCC3)nnn2-c2nonc2N)cc1 (configuration not stated),6%,2%,3.9%,-6%,7%,
Cc1c(C(=O)NCc2ccccn2)oc2ccc(S(=O)(=O)N3CCOCC3)cc12,3%,5%,6.5%,6%,-1%,VEEV TC-83 Vero 10K pilot screen=10
O=C(CNC(=O)c1ccc(Br)cc1)OCc1cc([N+](=O)[O-])cc2c1OCOC2,-11%,6%,i,28%,-1%,
COc1ccc(/C=N/NC(=O)CCn2nc(C)cc2C)cc1,0%,-4%,2.2%,-4%,4%,
O=[N+]([O-])c1cc(S(=O)(=O)Nc2ccccc2)ccc1-n1nnc2ccccc21,-8%,1%,6.5%,4%,20%,
COc1ccc(/C=N/n2c(-c3ccc(C)cc3)n[nH]c2=S)cc1OC,5%,4%,7.1%,4%,2%,
c1ccc(-c2nnc3sc(Cc4cccs4)nn23)cc1,67%,-75%,0.2%,u,-17%,
O=C(Cc1ccc(Cl)cc1)Nc1ccc(CN2CCCCC2)cc1,2%,-21%,4.6%,6%,11%,
COC(=O)C1=C(c2cccc(OC)c2OC)C[C@@H]2CC[C@H]1N2C(=O)NCc1ccco1,-2%,7%,i,3%,0%,
CCCCn1c(N)c(N(CCC(C)C)C(=O)C2CC(=O)N(Cc3ccc(C)cc3)C2)c(=O)[nH]c1=O (configuration not stated),0%,6%,1.7%,6%,-4%,
O=[N+]([O-])c1cccc(-c2nn(-c3ccccc3)cc2CO)c1,7%,1%,1.8%,5%,5%,
COc1cccc(C(=O)Nc2cc(=O)n(C)c(=O)n2C)c1,-10%,-14%,0.2%,x,-7%,
Cc1cc(C)nc(-n2nc(C)cc2NC(=O)CNC(C)c2ccccc2)n1 (configuration not stated),-3%,-5%,8.5%,37%,6%,
Cc1ccccc1OCCC(=O)N(Cc1ccccc1)c1c(N)n(Cc2ccccc2)c(=O)[nH]c1=O,3%,12%,5.3%,30%,-6%,
COc1ccc(NC(=O)CSc2nnc(NC(C)=O)s2)c([N+](=O)[O-])c1,10%,3%,0.2%,5%,-5%,
COc1ccc(OC)c(C(=O)CN2CCN(S(=O)(=O)c3ccc(Br)cc3)CC2)c1,-6%,1%,3.8%,5%,-3%,
CCOc1ccc(C(=O)Nc2ccc(N3CCN(C(C)=O)CC3)cc2)cc1[N+](=O)[O-],6%,5%,0.5%,29%,0%,
Cc1noc(C)c1C(=O)OCC(=O)Nc1cccc(S(=O)(=O)N(C)C)c1,-1%,12%,0.2%,-6%,-5%,
O=C(Cn1cnc2cc([N+](=O)[O-])ccc2c1=O)Nc1ccccc1Cl,5%,2%,i,9%,25%,
Cc1c(OC(C)C(=O)NCCCn2ccnc2)ccc2c3c(c(=O)oc12)CCC3 (configuration not stated),6%,-5%,0.5%,14%,10%,
Cc1oncc1C(=O)NC1CCCCC1,-11%,-8%,1.3%,-3%,3%,
O=C(CC1SC(=O)N(Cc2cccc3ccccc23)C1=O)Nc1nccs1 (configuration not stated),15%,2%,5.9%,16%,-9%,
C[C@]12CCC(=O)C=C1CC[C@@H]1[C@@H]2[C@@H](O)C[C@]2(C=O)[C@@H](C(=O)CO)CC[C@@H]12,-2%,3%,0.5%,1%,-10%,
Cc1ccc(S(=O)(=O)Nc2ccc(Br)cc2C(NCC(=O)O)c2ccccc2)cc1 (configuration not stated),-13%,14%,i,65%,22%,
CC(=O)N1CCN(CC(O)Cn2c3ccccc3c3ccccc32)CC1 (configuration not stated),7%,-17%,0.4%,4%,-3%,
CCOc1cccc(CN2CCCC(C(=O)Nc3ccc(-c4ccn[nH]4)cc3)C2)c1O (configuration not stated),0%,0%,5.5%,15%,-2%,
Cc1ccc(-c2nnn(CC(=O)N(Cc3cccs3)C(C(=O)NC(C)(C)C)c3ccco3)n2)o1 (configuration not stated),0%,3%,1.6%,2%,-13%,
COCCn1c(C)cc(C(=O)COC(=O)c2cccnc2SC)c1C,-4%,-20%,3.8%,7%,x,
CN1/C(=C\C(=O)COC(=O)C2COc3ccccc3O2)C(C)(C)c2ccccc21 (configuration not stated),8%,2%,i,5.8µM*,-4%,
N#C/C(=C\c1c(N2CCCCC2)nc2ccccn2c1=O)S(=O)(=O)c1ccccc1,-3%,-18%,0.2%,34%,-3%,
Cc1ccc(NC(=O)CSc2nc(-c3ccco3)nc3cc(=O)[nH]n23)c(Cl)c1,5%,0%,2.8%,2%,6%,
O=C(C[n+]1cccc2ccccc21)c1ccc(Cl)cc1,10%,3%,0.1%,28%,-4%,

# Next part.
SMILES,H37Rv inhibition,influenza NS1A,VEEV TC-83 Vero,M. tuberculosis,PhoP GFP inhibition,others
CN(CCCCC(=O)/C=N/O)Cc1ccccc1 (tested in a mixture with another compound),-9%,-4%,0.9%,-18%,1%,
COc1ccc(/C=C/C(=O)c2cc(Br)ccc(=O)c2O)cc1,22%,15%,6.4%,u,-8%,VEEV TC-83 Vero 10K pilot screen=4.4
COc1ccccc1NC(=O)Cc1nnc(SCC(=O)c2ccccc2)n1C,-3%,5%,1.7%,4%,-4%,
COc1cc(OC)c(C(=O)NCCCN2CCOCC2)cc1OC,3%,-1%,1.1%,8%,5%,
O=C(Cn1nnc(-c2cccs2)n1)NNC(=O)c1ccccc1Cl,0%,-25%,1.0%,-5%,7%,
O=C(NC(=S)NCc1cccnc1)c1ccc([N+](=O)[O-])cc1,4%,-7%,i,16%,-10%,
COc1ccc(S(=O)(=O)N2CCCCC2)cc1NC(=O)c1cccs1,-4%,17%,2.0%,-4%,-4%,
COc1ccc(NC(=O)C/C(C)=N/NC(=O)c2cnccn2)cc1Cl,u,-1%,0.3%,44%,23%,
CN(CC(=O)Nc1ccc(F)c(F)c1F)C(=O)c1n[nH]c(=O)c2ccccc12,-8%,-5%,0.3%,12%,x,
O=C(Nc1ccc(-c2ccc3nncn3n2)cc1)C1CCCCC1,3%,-2%,5.1%,35%,20%,
O=S(=O)(NCCCc1ccccc1)c1ccc(Br)cc1,7%,1%,3.7%,39%,12%,
O=C(O)c1nnn(-c2ccc(F)cc2F)c1-c1ccccc1,8%,-19%,0.1%,6%,16%,
CCOC(=O)c1sc(=S)n(CC)c1N,-1%,4%,7.0%,-10%,-8%,
CSc1ccc(CCNC(=O)C2CCCN(S(=O)(=O)N3CCOCC3)C2)cc1 (configuration not stated),-3%,3%,0.7%,0%,-6%,
Cc1cccc(CSc2nc3c(c(=O)n2C)SCC3)c1,-3%,6%,i,64%,13%,
NC(=O)c1cc(N)ccc1N1CCCCC1,0%,x,2.6%,4%,-8%,
Nc1nccnc1C(=O)N/N=C/c1ccco1,4%,2%,1.4%,-3%,1%,
COc1cc(/C=C(/C#N)c2nc3ccccc3c(=O)[nH]2)ccc1O,14%,0%,12%,-2%,-6%,
CC(C)(Oc1ccc(Cl)cc1)C(=O)OCC(=O)N1CCCC1,-3%,-3%,i,28%,-4%,
O=C(CSc1nc2ccccc2[nH]1)NCC1CCCO1 (configuration not stated),-3%,-5%,i,-9%,0%,

# Arranged by SMILES length (ascending): some entries from above.
SMILES,H37Rv inhibition,influenza NS1A,VEEV TC-83 Vero,M. tuberculosis,PhoP GFP inhibition,others
CCOC(=O)c1sc(=S)n(CC)c1N,-1%,4%,7.0%,-10%,-8%,
O=C(CSc1nc2ccccc2[nH]1)NCC1CCCO1 (configuration not stated),-3%,-5%,i,-9%,0%,
Cc1cccc(CSc2nc3c(c(=O)n2C)SCC3)c1,-3%,6%,i,64%,13%,
O=C(O)c1nnn(-c2ccc(F)cc2F)c1-c1ccccc1,8%,-19%,0.1%,6%,16%,
COc1cc(/C=C(/C#N)c2nc3ccccc3c(=O)[nH]2)ccc1O,14%,0%,12%,-2%,-6%,
CSc1ccc(CCNC(=O)C2CCCN(S(=O)(=O)N3CCOCC3)C2)cc1 (configuration not stated),-3%,3%,0.7%,0%,-6%,

# New compounds follow.
SMILES,H37Rv inhibition,influenza NS1A,VEEV TC-83 Vero,M. tuberculosis,PhoP GFP inhibition,others
CCOC(=O)Cn1cnc2sc(C(=O)OC)c(C)c2c1=O,-5%,-7%,i,31%,-4%,
Cc1cc(C(=O)NCCC2=CCCCC2)no1,x,-1%,i,x,-2%,
COC(=O)C1=C(C)NC(C)=C(C(=O)OC)C1C(=O)OC(C)C(=O)c1ccccc1 (configuration not stated),-5%&1%,-7%&8%,6.4%&6.8%,-5%&8%,-3%,
Cc1ccc(C2C(C#N)=C(N)Oc3n[nH]c(-c4cccs4)c32)cc1 (configuration not stated),3%,4%,0.7%,2%,2%,
COc1ccc2oc(=O)cc(CN3CCOCC3)c2c1,5%,-2%,1.3%,-10%,2%,
O=C(CCC1CCN(C(=O)c2cc(C(F)(F)F)ccc2Cl)CC1)NC1CC1,-3%,2%,i,-10%,-10%,
CCCCn1c(C)csc1=Nc1cccnc1,9%,1%,i,59%,-6%,
CCOc1ccc(CN(C)C(=O)c2cccc(S(=O)(=O)N3CCCC3)c2)cc1OC,-5%,-6%,2.3%,14%,x,
Cc1cc(C)nc(SCc2nnc(SCC(=O)N3CCCc4ccccc43)n2C)n1,-12%,-12%,0.5%,10%,-7%,
COc1ccc(N2C(=O)CC(Sc3nnc(-c4ccccc4F)n3C)C2=O)cc1 (configuration not stated),-1%,10%,i,17%,3%,
COc1cccc(CN2CCN(C(=O)c3ccc(-c4ccccc4)cc3)CC2)c1,52%,-3%,0.4%,25%,1%,
CCCC(=O)Nc1cc2c(cc1C(=O)c1ccccc1)OCCO2,-4%,-2%,1.7%,-11%,11%,
CCSc1nc2ccccc2n1Cc1nc(N)nc(N(C)C)n1,2%,-6%,0.9%,5%,7%,
COc1ccc(OCC(=O)OCC(=O)Nc2ccc3[nH]c(=O)[nH]c3c2)cc1,4%,-10%,1.7%,-14%,x,
COc1ccccc1C(C(=O)NCc1ccc(F)cc1)N(C(=O)c1csnn1)C1CC1 (configuration not stated),3%,-10%,i,6%,0%,
COc1ccc(-c2csc(=NCCO)n2-c2ccccc2)cc1,9%,14%,7.6%,46%,7%,

# 2 neighbouring compounds out of the list so far:
SMILES,H37Rv inhibition,influenza NS1A,VEEV TC-83 Vero,M. tuberculosis,PhoP GFP inhibition,others
COc1ccccc1C(C(=O)NCc1ccc(F)cc1)N(C(=O)c1csnn1)C1CC1 (configuration not stated),3%,-10%,i,6%,0%,
COc1ccc(-c2csc(=NCCO)n2-c2ccccc2)cc1,9%,14%,7.6%,46%,7%,
